GLP1R ag = activates the human GLP-1 receptor; HEK293 GLP-1R CRE-luciferase, luminescence, 4-6 h; cells express a hypersensitive GLP-1R form; Potency, µM (highest dose often 45.6 µM), for the others: at the highest dose activation, hits mostly activators; actives 0.007% (n = 380,000); AID 624172; further: potency means the concentration at half of the fitted maximal effect; % of control where 0% means no effect
Target sequence (P43220 whole entry, looked up): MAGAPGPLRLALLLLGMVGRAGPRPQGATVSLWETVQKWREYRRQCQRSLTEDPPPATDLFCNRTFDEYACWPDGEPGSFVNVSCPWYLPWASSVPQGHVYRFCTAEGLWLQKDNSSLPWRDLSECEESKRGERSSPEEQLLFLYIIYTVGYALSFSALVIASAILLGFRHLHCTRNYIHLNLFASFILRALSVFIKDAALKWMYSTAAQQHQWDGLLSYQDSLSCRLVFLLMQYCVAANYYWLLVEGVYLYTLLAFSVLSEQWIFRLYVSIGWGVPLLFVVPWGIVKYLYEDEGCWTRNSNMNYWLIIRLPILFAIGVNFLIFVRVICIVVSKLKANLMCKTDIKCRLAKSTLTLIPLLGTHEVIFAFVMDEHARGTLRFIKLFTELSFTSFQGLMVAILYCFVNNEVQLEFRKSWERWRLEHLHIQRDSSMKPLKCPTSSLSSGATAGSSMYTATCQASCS
D3 ag = D3 dopamine receptor (human) agonism; P35462; D3R DiscoveRx beta-arrestin cells, luminescence, 90 min; max activation, %; actives 0.58% (n = 410,000); AID 652048; in the data active means max activation above about 30%; further: 0% is about no effect; mostly tested at two doses, the higher about 12 µM
Target sequence (P35462 whole entry, looked up): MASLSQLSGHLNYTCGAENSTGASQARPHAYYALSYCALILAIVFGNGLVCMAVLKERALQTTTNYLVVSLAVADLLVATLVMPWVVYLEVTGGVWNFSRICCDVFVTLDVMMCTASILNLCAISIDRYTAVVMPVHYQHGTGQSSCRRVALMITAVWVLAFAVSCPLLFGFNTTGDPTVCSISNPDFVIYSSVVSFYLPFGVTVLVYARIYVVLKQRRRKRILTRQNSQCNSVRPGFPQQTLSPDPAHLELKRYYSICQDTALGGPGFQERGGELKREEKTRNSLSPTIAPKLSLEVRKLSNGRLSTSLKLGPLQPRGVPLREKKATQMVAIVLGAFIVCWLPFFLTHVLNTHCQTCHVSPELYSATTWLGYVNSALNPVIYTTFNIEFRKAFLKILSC
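Agonist-mode cell screen: cells plated at 1500/well and incubated overnight at 37 °C, then exposed to library compounds for 90 min at 37 °C. Detection reagent was added for 30–60 min at room temperature, and luminescence was read.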
IL-1B inflam inh = inhibitors of inflammasome signaling (IL-1 beta secretion); THP-1 LPS/ATP IL-1B secretion, AlphaLISA, 16 h; stronger effect = lower value; AID 743279; actives 4.7% (n = 360,000); activity change, % at 57.5 µM; in the data active means activity change below about -50%; inconclusive means mostly about -30% to -49%; further: on the % scale 0 is the no-effect control and ±100 the full control effect
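THP-1 cells pretreated 1 hr with compounds (up to 57.5 uM final), then stimulated with LPS (250 ng/mL final) plus ATP (1.25 mM final); secreted IL-1B measured by AlphaLISA after 16 hr, decreased signal indicating inhibition.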
HT1080-NT tox = kills 2HG-producing HT-1080-NT fibrosarcoma cells | actives 1.6% (n = 360,000) | HT-1080-NT fibrosarcoma viability, CellTiter-Glo ATP luminescence, 48 h | AID 686970 | Potency, µM (titrated, usually from 46.1 µM), inactives show top-dose activity, negative = less viability, hits mostly cytotoxic;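 further: NT is the 2HG producing partner of a matched IDH1 knockdown line; potency means the concentration at half of the fitted maximal effect; 0% = DMSO-treated cells and -100% = media-only wells without cells; nearly all actives have a fitted effect of over 55% in size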
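A 48-hour cytotoxicity screen used HT-1080-NT cells plated 2 hours before compound delivery. ATP-based CellTiter-Glo luminescence measured viability, normalized to DMSO and no-cell controls.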
HT1080 IDH1KD tx = HT-1080 IDH1 knockdown cell toxicity (counter line); HT-1080 IDH1 knockdown viability, ATP luminescence, 48 h; Potency, µM (titrated, usually from 46.1 µM), inactives show top-dose activity, negative = toxicity, most hits filed as cytotoxic; actives 2% (n = 360,000); AID 686971;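 further: potency means the concentration at half of the fitted maximal effect; 0% = DMSO wells and -100% = cell-free medium wells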
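Knockdown cells (IDH1KD HT-1080) received compounds 2 h after plating at 750 cells/well and were kept 48 h at 37 °C in 5% FBS RPMI. A CellTiter-Glo luminescence read gave % activity for curve fitting.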
SW480 rerep = inducers of DNA re-replication in SW480 colon cancer cells; SW480 DNA re-replication, Hoechst DNA content imaging, 48 h; Potency, µM (series often up to 46.1 µM), for inactives: at the top dose re-replication activation, most hits filed as activators; actives 1.8% (n = 340,000); AID 624297; further: potency means the concentration at half of the fitted maximal effect; % of control where 0% means no effect; nearly all actives have a fitted effect of over 55% in size
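Hoechst fluorescence of nuclei (405 nm excitation, 500-530 nm emission) measured by plate-scanning imager after 48 hr compound exposure at 37 C; re-replication scored as increased number of nuclei with elevated intensity.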
KB-3-1 tox = KB-3-1 parental cell cytotoxicity. KB-3-1 viability, CellTiter-Glo ATP luminescence, 72 h. Potency, µM (titrated, usually from 46.1 µM), inactives show at the top dose activity change, negative = cytotoxic, usual class: cytotoxic. actives 1.4% (n = 400,000). AID 1347075; further: potency means the concentration at half of the fitted maximal effect; on the % scale 0 is the no-effect control and ±100 the full control effect; nearly all actives have a fitted effect of over 60% in size
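Cytotoxicity in the drug-sensitive parental line KB-3-1 was scored as loss of CellTiter-Glo luminescence following 72 h incubation with compound. Values come from curve fitting of normalized concentration-response data.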
KB-V1 cytotox = kills drug-selected multidrug resistant KB-V1 cells | KB-V1 MDR cells viability, CellTiter-Glo, 72 h | Potency, µM (doses to about 46.1 µM), inactives show top-dose activity change, negative = cytotoxicity, hits mostly cytotoxic | actives 3.4% (n = 400,000) | AID 1347076; further: potency means the concentration at half of the fitted maximal effect; on the % scale 0 is the no-effect control and ±100 the full control effect; nearly all actives have a fitted effect of over 60% in size
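KB-V1, DMEM (no phenol red) + 10% FBS; cpd pin-transferred, titration series; 72 h, 37 degrees C; CellTiter-Glo, luminescence. Data normalized, curve-fit.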
DRD3 antagonist = D3 dopamine receptor (human) antagonism; P35462; D3R cells, DiscoveRx beta-arrestin luminescence, antagonist mode; stronger effect = lower value; max response, negative = inhibition, %; actives 2.5% (n = 360,000); AID 652054; in the data active means max response below about -50%; inconclusive means no clear call, values can overlap the other calls; further: on the % scale 0 is the no-effect control and ±100 the full control effect; mostly tested at two doses, the higher about 12 µM
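Cells expressing the human receptor were seeded at 1500 cells/well, incubated overnight at 37 degrees C in 5% CO2, then exposed to library compounds with dopamine controls for 90 minutes at 37 degrees C before luminescent detection.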
Starred values were filed as active, the others as inactive; ? = inconclusive; / = not tested or not shown; [ ] = dose if it differs, or a comment. Unless noted, the call rests on the fitted dose curve; in most records, active means well fitted curve in the direction sought with a large enough effect; inconclusive means small, poorly fitted or top-dose-only effect, or another doubt; inactive means no such curve, though single readings can be large; an effect the other way counts as inactive or inconclusive.

1: CC1CC(C)CN(CC(=O)N2CCCc3c2c(=O)oc2ccc(OCc4ccccc4)cc32)C1 (stereo not drawn)
2: COc1ccc(CC(=O)N2CCN(c3ccccc3F)CC2)cc1OC
3: Cc1nnc(SCC(=O)Nc2ccccc2)n1CCc1ccccc1
4: CCCOc1ccc(NC(=O)CC2C(=O)N(CC)C(=S)N2CCCN2CCN(Cc3ccccc3)CC2)cc1 (stereo not drawn)
5: Cc1ccc(CNC(=O)c2ccc(S(=O)(=O)N3CCCC3)cc2)cc1
6: O=C(/C=C/c1ccccc1Cl)NCc1ccccc1

Compound | 1 | 2 | 3 | 4 | 5 | 6
GLP1R ag | 0% | -4% | -3% | -3% | -6% | 1%
D3 ag | -9 | 7 | 0 | -22 | -1 | -2
IL-1B inflam inh | -30 | 14 | -1 | -100* | 10 | -19
HT1080-NT tox | ? | 16% | 5% | 16µM* | -4% | -11%
HT1080 IDH1KD tx | ? | -8% | 5% | 16µM* | 0% | -23%
SW480 rerep | 20% | 16%[1.84 µM] | -4% | ? | / | ?
KB-3-1 tox | ? | -33% | 4% | ? | -1% | 0%
KB-V1 cytotox | -38% | ? | ? | ? | 10% | 0%
DRD3 antagonist | 3 | 18 | 6 | -18 | -15 | -29

7: Cc1ccc(/C=C(/NC(=O)c2ccccc2)C(=O)NCCc2c[nH]c3ccccc23)o1
8: CCOC(=O)Nc1ccc2c(c1)N(C(=O)CCN1CCN3CCCC3C1)c1ccccc1CC2 (stereo not drawn)
9: COc1cc(S(=O)(=O)N2CCOCC2)cc(C(=O)OCC(=O)NC2CCCCC2)c1OC
10: CC1CCC2C(=O)N(c3cccc(C(=O)Nc4ccc(F)cc4)c3)C(=O)C2C1 (stereo not drawn)
11: CC(O)[C@H](NC(=O)C1(c2ccccc2)CCN(C(=O)OC(C)(C)C)CC1)C(=O)O (stereo partly drawn)
12: O=C(CS(=O)(=O)Cc1ccccc1)Nc1ccc2c(c1)OCO2

Compound | 7 | 8 | 9 | 10 | 11 | 12
GLP1R ag | 1% | -9% | 0% | 0% | -9% | 0%
D3 ag | 8 | -6 | -8 | 6 | 4 | -7
IL-1B inflam inh | -5 | -11 | -14 | -8 | 23 | -13
HT1080-NT tox | 4% | 0% | 4% | 0% | 18% | 11%
HT1080 IDH1KD tx | 3% | -1% | 0% | -2% | 26% | 10%
SW480 rerep | 8% | 7% | -11% | 1% | -3% | -1%
KB-3-1 tox | 2% | 2% | 1% | -1% | 0% | 9%
KB-V1 cytotox | -16% | 0% | -13% | ? | 6% | -10%
DRD3 antagonist | -6 | -28 | 1 | -9 | 10 | 3

13: Nc1cc(Cl)cc2c1-c1ccc(Cl)cc1C2O (stereo not drawn)
14: COc1ccccc1N1CCN(S(=O)(=O)CCNC(=O)c2ccco2)CC1
15: O=C(OCc1cn([C@@H]2C[C@H](c3ccc(Cl)cc3)N(Cc3cccs3)C[C@H]2O)nn1)c1ccccc1
16: COc1ccccc1-c1cc(C2CC2)nc(N)c1C#N
17: CC(=O)Nc1nc(C(=O)O)cs1
18: Cc1ccn(CCC(=O)N2CCCC(CCC(=O)N3CCN(c4ccccn4)CC3)C2)n1 (stereo not drawn)

Compound | 13 | 14 | 15 | 16 | 17 | 18
GLP1R ag | 16% | 0% | -1% | ? | 2% | 5%
D3 ag | 20 | 3 | -7 | 6 | -7 | 1
IL-1B inflam inh | -14 | 2 | 11 | 43 | 13 | 16
HT1080-NT tox | -15% | 2% | 1% | -3% | 6% | 4%
HT1080 IDH1KD tx | -10% | 5% | 1% | -9% | 1% | 1%
SW480 rerep | -8% | / | / | -7% | ? | -4%
KB-3-1 tox | ? | 1% | 7% | 2% | 12% | 0%
KB-V1 cytotox | ? | 15% | -17% | ? | 16% | 5%
DRD3 antagonist | 14 | 3 | -15 | 2 | -14 | 12

19: O=C(O)C1Nc2ccc(Br)cc2C2C=CCC12 (stereo not drawn)
20: c1ccc(-n2nnc3c(N4CCOCC4)ncnc32)cc1
21: Cn1c(=O)c2c(nc(CN3CCN(c4ccccc4)CC3)n2Cc2ccccc2Cl)n(C)c1=O
22: O=C(N/N=C/c1ccc(OC(=O)c2cccs2)cc1)c1ccc(F)cc1
23: COC(=O)CSc1nnc(-c2cccnc2)n1-c1cc(OC)cc(OC)c1
24: Cn1nnnc1SCC(=O)Nc1cc(C(F)(F)F)ccc1N1CCOCC1

Compound | 19 | 20 | 21 | 22 | 23 | 24
GLP1R ag | -8% | -16% | 10% | -10% | -5% | 11%
D3 ag | 19 | 18 | 18 | -2 | 8 | 1
IL-1B inflam inh | 14 | 5 | 24 | 37 | 11 | -12
HT1080-NT tox | 8% | -4% | 5% | 0% | 14% | 10%
HT1080 IDH1KD tx | 1% | -1% | 0% | -13% | -1% | 7%
SW480 rerep | -8% | -9% | ? | -7% | 1% | -6%
KB-3-1 tox | 3% | ? | ? | 13% | -1% | 6%
KB-V1 cytotox | -3% | 16µM* | 8.2µM* | 9% | -12% | 6%
DRD3 antagonist | -3 | 29 | 32 | 11 | 17 | 1

Quoted at random: 6 entries already listed, in no set order.
21: Cn1c(=O)c2c(nc(CN3CCN(c4ccccc4)CC3)n2Cc2ccccc2Cl)n(C)c1=O
23: COC(=O)CSc1nnc(-c2cccnc2)n1-c1cc(OC)cc(OC)c1
24: Cn1nnnc1SCC(=O)Nc1cc(C(F)(F)F)ccc1N1CCOCC1
19: O=C(O)C1Nc2ccc(Br)cc2C2C=CCC12 (stereo not drawn)
22: O=C(N/N=C/c1ccc(OC(=O)c2cccs2)cc1)c1ccc(F)cc1
20: c1ccc(-n2nnc3c(N4CCOCC4)ncnc32)cc1

Compound | 21 | 23 | 24 | 19 | 22 | 20
GLP1R ag | 10% | -5% | 11% | -8% | -10% | -16%
D3 ag | 18 | 8 | 1 | 19 | -2 | 18
IL-1B inflam inh | 24 | 11 | -12 | 14 | 37 | 5
HT1080-NT tox | 5% | 14% | 10% | 8% | 0% | -4%
HT1080 IDH1KD tx | 0% | -1% | 7% | 1% | -13% | -1%
SW480 rerep | ? | 1% | -6% | -8% | -7% | -9%
KB-3-1 tox | ? | -1% | 6% | 3% | 13% | ?
KB-V1 cytotox | 8.2µM* | -12% | 6% | -3% | 9% | 16µM*
DRD3 antagonist | 32 | 17 | 1 | -3 | 11 | 29

(further entries)
25: Cc1ccc(OCC(=O)Nc2ccc(CN3CCOCC3)cc2)cc1
26: c1ccc(-c2nnsc2-c2ncc[nH]2)cc1
27: OC[C@@H]1CN(Cc2cccs2)C[C@H](n2cnc3c(NCc4ccco4)ncnc32)O1
28: O=C(CCS(=O)(=O)c1ccc(Br)cc1)NCCC1=CCCCC1
29: Nc1ccc(C(=O)Nc2ccc(OC(F)(F)C(F)F)c(NC(=O)c3ccc(N)cc3)c2)cc1
30: Fc1ccc(/C=N/Nc2nn[nH]n2)cc1

Compound | 25 | 26 | 27 | 28 | 29 | 30
GLP1R ag | -4% | 2% | 3% | 1% | 6% | -3%
D3 ag | 1 | -5 | 2 | -3 | 2 | 0
IL-1B inflam inh | -12 | 13 | 0 | -1 | ? | -21
HT1080-NT tox | -2% | 11% | ? | 14% | 3% | -1%
HT1080 IDH1KD tx | 0% | ? | 0% | 13% | 1% | -1%
SW480 rerep | 0% | -2% | / | -5% | 1% | 1%
KB-3-1 tox | -18% | -4% | 0% | 2% | 22% | -5%
KB-V1 cytotox | -14% | 0% | -4% | 9% | ? | 18%
DRD3 antagonist | -18 | -7 | 7 | 15 | 15 | 42

31: CC(=O)NCC(=O)N1CCCC(C(=O)c2ccc(-c3ccccc3)c(F)c2)C1 (stereo not drawn)
32: CC(=O)Nc1ccc2c(c1)C(=O)N(c1ccc(C)cc1)C2=O
33: O=C(NCCN1CCOCC1)/C(=C\c1ccccc1Cl)NC(=O)c1ccccc1
34: Cc1cc(C)c2nc(N3CCC(C(=O)N4CCCC4)CC3)sc2c1
35: CCCOc1ccc(C(=O)NCCC(=O)NCCCC(=O)OCC)cc1
36: C[C@H]1CN([C@@H](C)CO)C(=O)CCCn2cc(nn2)CO[C@@H]1CN(C)S(=O)(=O)c1ccc(Cl)cc1

Compound | 31 | 32 | 33 | 34 | 35 | 36
GLP1R ag | 1% | 0% | 10% | -1% | 0% | -8%
D3 ag | -3 | 7 | -16 | 8 | -1 | -2
IL-1B inflam inh | -2 | 2 | -1 | -14 | 1 | -12
HT1080-NT tox | ? | 5% | -5% | ? | 6% | 3%
HT1080 IDH1KD tx | 21% | -16% | 19% | -24% | 8%[9.24 µM] | 3%
SW480 rerep | -1% | -19% | ? | 18% | -5% | /
KB-3-1 tox | 5% | 21% | 1% | 4% | 4% | -6%
KB-V1 cytotox | 0% | ? | 0% | ? | 4% | 3%
DRD3 antagonist | -3 | -7 | -3 | 16 | 5 | -6

37: CCCCN1C(=S)NC[C@@H]1c1ccccc1
38: CC/C(=N\Nc1nncc2ccccc12)c1ccc(F)cc1
39: CC(=O)NCCNC(=O)c1ccc(NC2=NC3CS(=O)(=O)CC3S2)cc1 (stereo not drawn)
40: COc1ccc(N2CCN(C(=O)c3cc4c(s3)-c3ccccc3S(=O)(=O)C4)CC2)cc1
41: CCCCN=CC1=C(O)CC(c2ccccc2)CC1=O (stereo not drawn)
42: C/C(=N/NC(=O)c1sc(NS(=O)(=O)c2ccccc2)nc1C)c1sc(N)nc1C

Compound | 37 | 38 | 39 | 40 | 41 | 42
GLP1R ag | 3% | 3% | -1% | 7% | 1% | -1%
D3 ag | -5 | -4 | 3 | 4 | -1 | -2
IL-1B inflam inh | 10 | -3 | 9 | -9 | 2 | 25
HT1080-NT tox | 15% | 12% | ? | 0% | -13% | -2%
HT1080 IDH1KD tx | 2% | 0% | 6% | 7% | -15% | 6%
SW480 rerep | 4% | 3% | ? | -2% | 11% | -6%
KB-3-1 tox | 0% | -5% | 10% | -8% | 5% | ?
KB-V1 cytotox | -16% | 1% | 18% | 0% | ? | -6%
DRD3 antagonist | -15 | -3 | 11 | 33 | 6 | 3

Screening results from PubChem.
